# Screening results from PubChem BioAssay.
# PGE2 EP2 inh: human EP2 receptor antagonists, primary screen, TR-FRET cAMP, C6 glioma cells; Prostaglandin E2 receptor EP2 subtype (Homo sapiens), P43116; C6 glioma cells expressing human EP2; cells stimulated with saturating PGE2; inhibition, % at 25 µM; 260,000 compounds, 0.52% hits; AID 1422, 2008;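 active means percent inhibition above 40 after rounding to a whole number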;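 further: rat C6 glioma host cells with rolipram phosphodiesterase inhibitor present; the protocol text gives 20 µM as final concentration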
# p97 ATPase inh: inhibitors of human p97 ATPase, primary screen, biochemical | AID 1481, 2009 | inhibition, % at 8 µM | recombinant p97 ATPase, Kinase-Glo ATP luminescence, 3 h | Transitional endoplasmic reticulum ATPase (Homo sapiens), P55072 | 220,000 compounds, 0.42% hits; in the data active means inhibition above about 15%;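 further: 0% = DMSO vehicle and 100% = wells lacking enzyme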
# Tb hexokinase: Trypanosoma brucei hexokinase 1 inhibitors, primary screen, biochemical, G6PDH-coupled NADH absorbance, MLSCN library; inhibition, % at 10 µM; hexokinase 1 [Trypanosoma brucei]; recombinant TbHK1, G6PDH-coupled NADH A340; AID 1430, 2008; 220,000 compounds, 0.11% hits;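 active means inhibition of 50% or more in the single-dose primary screen; inactive means inhibition below 50%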
# BaF3 parental: parental Ba/F3 cell viability inhibition, counter-screen for JAK2V617F inhibitor project, murine pro-B, CellTiter-Glo luminescence; CellTiter-Glo ATP luminescence; inhibition, % at 5.6 µM; 220,000 compounds, 1.1% hits;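 active means inhibition above a per-campaign cutoff, the mean inhibition of all tested compounds plus 3 SD, cut at about 27% in these data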;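 further: 0% = DMSO wells and 100% = JAK Inhibitor I control wells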
# Ba/F3 V617F tox: reduced viability of JAK2V617F-dependent Ba/F3 cells, primary screen, JAK2V617F inhibitor project, cell-based, Ba/F3 EpoR-JAK2V617F, luminescence; ATP luminescence; inhibition, % at 5.6 µM; 220,000 compounds, 1.1% hits;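 active means inhibition above the campaign mean plus 3 SD over all tested compounds, cut at about 24% in these data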;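 further: cytokine-independent growth of Ba/F3 cells driven by EpoR plus mutant JAK2; 0% = DMSO-treated cells and 100% = JAK inhibitor I control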
# p47phox inh: p47phox/p22phox peptide binding inhibitors, primary screen, biochemical, uHTS, NADPH oxidase regulatory subunit; Neutrophil cytosol factor 1 (Homo sapiens), P14598; fluorescence polarization, 2 h; inhibition, % at 24.7 µM; 220,000 compounds, 0.53% hits;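 active means inhibition above about 30%, limit read from the data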;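 further: 0% = p47phox with labelled peptide and 100% = labelled peptide alone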
# Furin inhibitor: human furin inhibitors, primary screen, biochemical, fluorescence intensity; purified furin, fluorogenic substrate cleavage; 220,000 compounds, 0.061% hits; inhibition, % at 30 µM; AID 463115, 2010; in the data active means inhibition above about 25%; further: inactives centre near -15
# Target sequence (P09958 108-714 limits assumed): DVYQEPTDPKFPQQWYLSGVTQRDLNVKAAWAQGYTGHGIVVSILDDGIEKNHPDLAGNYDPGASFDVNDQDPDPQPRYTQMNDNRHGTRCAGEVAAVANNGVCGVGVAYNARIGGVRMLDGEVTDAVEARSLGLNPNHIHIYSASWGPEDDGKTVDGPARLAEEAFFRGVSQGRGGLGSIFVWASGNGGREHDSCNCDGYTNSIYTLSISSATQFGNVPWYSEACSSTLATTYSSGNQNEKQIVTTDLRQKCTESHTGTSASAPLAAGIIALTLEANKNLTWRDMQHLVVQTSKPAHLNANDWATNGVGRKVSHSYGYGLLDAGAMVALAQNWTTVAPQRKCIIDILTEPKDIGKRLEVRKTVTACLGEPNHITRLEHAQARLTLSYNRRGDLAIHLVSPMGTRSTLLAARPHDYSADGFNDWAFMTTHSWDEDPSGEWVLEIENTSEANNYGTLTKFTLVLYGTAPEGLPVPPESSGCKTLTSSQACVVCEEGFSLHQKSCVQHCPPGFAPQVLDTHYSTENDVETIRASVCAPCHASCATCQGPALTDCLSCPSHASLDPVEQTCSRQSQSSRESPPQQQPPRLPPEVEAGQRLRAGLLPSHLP
# PPC-1+TRAIL kill: compounds killing PPC-1 cancer cells with TRAIL present, primary screen, TRAIL potentiator project, ATPLite luminescence, uHTS; PPC-1 cells + TRAIL, ATPLite viability luminescence; cell killing (% activity), % at 4 µM; 220,000 compounds, 0.41% hits;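 active means cell killing above 50% in the first pass at 4 µM, then a duplicate retest at 5 µM averaging 50% or more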;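 further: plate controls were cells with TRAIL plus DMSO for no effect and medium-only wells lacking cells for full effect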
# RBBP9 inhibitor: human RBBP9 inhibitors, primary screen, biochemical, fluorescence polarization, FP-Rh probe, HTS; Serine hydrolase RBBP9 (Homo sapiens), O75884; recombinant RBBP9; inhibition, % at 7.94 µM; 220,000 compounds, 0.2% hits; AID 1515, 2009;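 active means inhibition above the campaign mean of all tested compounds plus 3 SD, cut at about 14% in these data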;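 further: plate controls were DMSO wells with RBBP9 for no effect and wells lacking RBBP9 protein for full effect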
# Target sequence (O75884 whole entry, looked up): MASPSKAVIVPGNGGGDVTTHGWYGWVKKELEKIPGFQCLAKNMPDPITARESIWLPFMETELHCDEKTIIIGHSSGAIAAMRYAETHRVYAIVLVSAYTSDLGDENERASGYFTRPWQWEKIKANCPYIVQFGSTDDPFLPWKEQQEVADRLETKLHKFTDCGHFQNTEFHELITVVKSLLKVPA
#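 Controls: DMSO-treated enzyme wells and wells lacking RBBP9 | Material: RBBP9 protein | Technique: Fluorescence polarization | Replication: Single well per compound, no replicates | Buffer or medium: Tris-NaCl-Pluronic buffer, pH 8.0 | Timing: 30 min compound preincubation, 45 min probe labeling, 25 °C | Read-out basis: Percent inhibition from mP, scaled between DMSO and no-protein wells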
# An asterisk follows results filed as active; . = no result given; & = joins results of further samples; [ ] = another dose, or the depositor's remark. Some of the compounds tested. The share of hits here may be higher or lower than overall.
SMILES,PGE2 EP2 inh,p97 ATPase inh,Tb hexokinase,BaF3 parental,Ba/F3 V617F tox,p47phox inh,Furin inhibitor,PPC-1+TRAIL kill,RBBP9 inhibitor
C/C(=C\C(=O)c1ccc(Br)cc1)N1CCCCC1,15.4,2.8,-16.2,-0.6,-1.9,-6.8,-23.1,0.7,-2.2
CCc1nc2ccc(F)cc2c(C(=O)NC2CCCCC2C)c1C (stereo unspecified),4.7,-7.3,-2.4,-0.3,2.9,-20.1,-12.8[20 µM],15.8,3.9
O=C(CCS(=O)(=O)c1cccs1)N1CCCC1,3.8,3.1,4.2,11.2,-1.9,-1.6,-9.4,4.1,-3.7
CCCn1c(SCC(=O)Nc2sc(C)c(C)c2C#N)nnc1C(C)C,8.1&7.1,-6.1,-16.8,3.6,1.4,13.5,-22.4[20 µM],-1.6,4.9
N#Cc1cc(NCC2CCCO2)c([N+](=O)[O-])cc1C#N (stereo unspecified),6.3,3.2,30.4,5.4,0.5,-3.1,-5.6,17.3,0.6
COc1ccc(C(CNC(=O)c2ccco2)N2CCCCC2)cc1 (stereo unspecified),4.5,3.0,3.9,0.1,-2.6,-5.6,-15.4,22.8,-3.9
Cc1onc(-c2ccccc2)c1CNS(=O)(=O)c1ccccc1[N+](=O)[O-],8.9,1.7,-2.0,0.9,-0.1,-2.3,-18.8,-4.9,-6.7
CCC(C)C1C(C#N)=C(N)Oc2n[nH]c(-c3ccccc3)c21 (stereo unspecified),3.7,0.6,-0.9,-0.1,-3.4,-14.0,-35.7,0.4,-13.9
COc1ccc(-c2nn3c(-c4ccccc4)nnc3s2)cc1OC,-1.5,0.8,-14.7,5.8,-1.3,-12.5,-14.4,11.5,1.0
CCOC(=O)c1c(C)[nH]c(C)c1C(=O)COC(=O)c1ccc(O)cc1,4.9,3.6,-3.9,5.1,2.5,-5.7,-11.5,11.2,2.3
CCOc1cc2[nH]c(=O)n(Cc3ccc(C(=O)NCCCN4CCCC4=O)cc3)c(=O)c2cc1OCC,1.8,-0.3,-13.8,5.0,-1.9,9.3,-21.1,14.3,-3.2
Cc1sc2nc(CSc3nc4ccccc4s3)[nH]c(=O)c2c1C,9.8,5.0,4.4,6.3,1.1,-72.5,-11.7,-2.6,0.2
CCO/C(=C/c1sc2ccc(OC)cc2[n+]1CCCS(=O)(=O)[O-])CC,3.5,2.8,-37.8,2.8,-2.2,-40.0,-17.1[20 µM],2.3,0.4
CCCCc1cc(=O)oc2cc(C)cc(OC(C)C(=O)O)c12 (stereo unspecified),13.0,1.4,-9.0,5.0,0.0,-6.7,-20.4[20 µM],-6.4,-2.4
Cc1ccc(NC(=O)C2CCCN(S(=O)(=O)c3c(C)noc3C)C2)cc1 (stereo unspecified),5.8,4.2,-7.5,1.2,-1.4,-0.4,-16.5,-43.2,-6.5
CSc1ncccc1C(=O)NCCc1ccccc1,7.5,3.3,-3.8,2.8,-3.2,-2.5,-19.3,7.1,7.7
COc1ccc(/C=N/OC(=O)c2ccc(Cl)cc2)c(Cl)c1OC,8.0,-7.0,1.9,-2.5,0.9,-4.7,-9.6,-11.5,1.9
CCO[C@@H]1OC(C(=O)N2CCN(C)CC2)=C[C@H](c2csc3ccccc23)[C@H]1CCCO,23.0,0.3,-12.9,-0.6,-1.2,-2.4,-12.7,4.6,9.9
CC(CCc1ccccc1)NC(=O)COC(=O)c1ccc(S(C)(=O)=O)c([N+](=O)[O-])c1 (stereo unspecified),14.3,1.6,3.4,3.0,0.5,-2.5,-15.8,14.7,-5.3
CN1CCCC(OC(=O)COc2ccccc2)C1 (stereo unspecified),18.0&9.0,-2.5,4.2,7.1,3.3,-7.5,-11.2,1.7,-3.1
CCCCC(=O)Nc1ncc(Br)s1,3.9,-1.7,-2.9,4.3,-2.5,-0.8,-9.5[20 µM],-6.0,-10.1
COc1ccc(-n2c(SCC(=O)NNC(=O)c3ccc(C)cc3)nnc2-c2ccncc2)cc1,5.3,-0.4,8.4,8.0,5.2,-21.7,-10.1,-3.6,-1.1
CCc1ccc(NC(=O)C(NS(=O)(=O)c2cccc3nsnc23)c2ccccc2)cc1 (stereo unspecified),6.7,5.3,-0.3,0.4,0.6,-12.0,-17.7,7.1,-6.3
CCOc1cccc(NC(=O)Cc2cccs2)c1,16.4,6.5,-0.1,7.4,0.8,0.5,-17.4,3.1,4.8
CCC(Sc1ncccc1C(=O)Oc1cccc([N+](=O)[O-])c1)C(=O)Nc1ccccc1OC (stereo unspecified),3.4,-2.8,-2.9,7.0,1.3,-16.3,0.1,8.7,-9.9
SMILES,PGE2 EP2 inh,p97 ATPase inh,Tb hexokinase,BaF3 parental,Ba/F3 V617F tox,p47phox inh,Furin inhibitor,PPC-1+TRAIL kill,RBBP9 inhibitor
Cc1cc(C(=O)CN2C(=O)NC3(CCCC3)C2=O)c(C)n1-c1ccc2c(c1)OCO2,5.9,2.8,-4.6,5.6,1.1,-6.0,2.8,24.0,-4.0
Fc1cccc(Nc2ncnc3c2cnn3-c2ccccc2)c1,17.8,.,-17.3,.,.,-20.1,-32.8,17.4,.
Cc1ccc(C)c(OCCn2cc(C(=O)O)c3ccccc32)c1,4.7,-2.2,-3.3,10.4,3.3,4.2,-29.4,-2.2,0.5
FC(F)(F)C1=CC(c2ccc(Cl)cc2)=NCCN1,6.8,1.6,-36.7,0.9,-2.9,-3.5,-21.9[20 µM],8.6,-8.6
O=C(NCCCn1ccnc1)c1cc([N+](=O)[O-])cc([N+](=O)[O-])c1,3.9,-0.4,-1.2,8.5,2.1,-5.2,-32.4,14.0,-0.8
CCOC(=O)C1=C(C)C(c2ccccc2)NC(=S)N1 (stereo unspecified),3.5,-1.0,-7.9,4.7,1.1,-6.0,-18.9[20 µM],15.6,3.1
N/C(=N\OC(=O)c1cccc2ccccc12)c1cccc([N+](=O)[O-])c1,2.5,2.7,0.8,3.1,-4.2,-12.8,-23.9,2.1,1.3
O=C(CCc1ccc(S(=O)(=O)N2CCOCC2)cc1)OCc1nc2ccccc2s1,10.0,-5.8,3.7,2.8,3.6,-1.8,-13.8,9.6,-3.4
COCc1cc(=O)n2[nH]c(-c3ccccc3)cc2n1,12.1,3.6,1.8,0.8,-2.7,-13.8,-12.0,14.9,4.3
CCOCc1cn(CC(=O)c2ccc(Cl)cc2)c(C)nc1=N,9.1,-0.1,7.1,9.2,-1.4,-5.5,-11.6[20 µM],9.2,-4.9
NC(=O)C1CCN(C(=O)/C=C/c2ccccc2[N+](=O)[O-])CC1,7.8,7.7,-14.8,-0.4,-1.9,-1.0,-13.2,-5.0,8.4
CCOC(=O)c1c(C2COc3ccccc3O2)csc1NC(=O)c1ccco1 (stereo unspecified),7.4,0.4,4.2,0.2,-1.0,-28.0,-6.4[20 µM],0.7,3.0
O=C(COc1ccc(Cl)cc1)Nc1nc(-c2cccs2)cs1,20.0,-5.0,10.2,9.7,5.9,-11.0,-7.9,12.5,-19.0
Cc1onc(-c2c(Cl)cccc2Cl)c1C(=O)NC(C)(C)CO,10.9,5.4,-1.0,3.1,1.0,5.1,-16.7[20 µM],13.1,-10.6
Cn1c(CN2CCCCC2)nc2cc([N+](=O)[O-])ccc21,3.5,1.0,-7.9,2.4,-2.6,0.6,-17.9,5.0,-3.8
CCOC(=O)c1sc(=S)n(C)c1NC(=O)c1ccccc1Cl,5.6,-10.2,-19.7,5.5,6.2,-0.5,-12.9,7.2,-10.7
CCOc1ccccc1NC(=S)NC1CCCCC1,9.9,-1.7,37.6,5.5,0.9,-6.0,-6.9,-9.9,-5.2
O=C(CNC(=S)N(Cc1ccccc1)Cc1cccnc1)NC1CCCCC1,8.8,-8.0,2.6,8.5,1.3,-22.3,-14.7,-5.2,-4.4
Cc1cc(C)cc(Nc2ccc([N+](=O)[O-])nc2[N+](=O)[O-])c1,11.8,3.7,-4.4,-6.3,-5.2,-4.1,-8.5[20 µM],3.5,-5.6
COc1ccc(NC(=O)c2ccco2)c(OC)c1,15.1,1.7,-2.2,3.3,-1.7,10.0,-18.2,23.5,-9.4
O=C(NCC1CCCO1)c1ccccc1-c1nc(-c2ccccc2)no1 (stereo unspecified),10.3,-5.5,5.3,8.5,5.8,-9.8,-26.4,2.6,-11.5
COc1cc(/C=C/c2ccc(O)cc2)cc(OC)c1,13.5,-1.8,.,-5.3,11.1,-8.7,.,2.8,-1.3
COc1ccc(CNc2ccc(C)c(C)c2)c(OC)c1OC,3.7,-2.2,2.4,5.0,-3.0,-7.8,-24.2,16.4,-5.9
COC(=O)C1NN=C(C(=O)c2ccccc2)C1c1ccccc1 (stereo unspecified),6.3,-0.1,-0.2,7.8,1.5,29.1,-10.3,16.0,-3.5
CCNC(=S)NNC(=O)c1cccn(Cc2ccc(Cl)cc2)c1=O,.,3.8,-10.7,1.3,-0.3,-14.2,-13.1,5.8,-5.0

# A run of entries of the results above, for reference:
SMILES,PGE2 EP2 inh,p97 ATPase inh,Tb hexokinase,BaF3 parental,Ba/F3 V617F tox,p47phox inh,Furin inhibitor,PPC-1+TRAIL kill,RBBP9 inhibitor
Cc1cc(C(=O)CN2C(=O)NC3(CCCC3)C2=O)c(C)n1-c1ccc2c(c1)OCO2,5.9,2.8,-4.6,5.6,1.1,-6.0,2.8,24.0,-4.0
Fc1cccc(Nc2ncnc3c2cnn3-c2ccccc2)c1,17.8,.,-17.3,.,.,-20.1,-32.8,17.4,.
Cc1ccc(C)c(OCCn2cc(C(=O)O)c3ccccc32)c1,4.7,-2.2,-3.3,10.4,3.3,4.2,-29.4,-2.2,0.5

# Remaining list, next part.
SMILES,PGE2 EP2 inh,p97 ATPase inh,Tb hexokinase,BaF3 parental,Ba/F3 V617F tox,p47phox inh,Furin inhibitor,PPC-1+TRAIL kill,RBBP9 inhibitor
O=S1(=O)CC(O)C(Nc2ccccc2)C1 (stereo unspecified),7.3,-1.0,-4.8,4.3,-0.2,-12.6,-6.1[20 µM],31.9,-12.5
CC1(C)CC2(CCCN3C(=O)CSC32)CCS1 (stereo unspecified),12.0,5.1,19.2,2.3,-4.9,-8.3,-25.1,9.9,5.1
COCCOc1cc(-n2cccc2)c(Cl)cc1Cl,4.2,4.5,2.3,7.6,-3.9,-2.9,-12.1,17.9,-9.5
C/C(CC(O)(/C=N/O)c1ccccc1)=N\O (stereo unspecified),9.1,5.0,1.6,2.0,-1.4,-24.1,-16.6[20 µM],11.4,-3.7
CCN(CC)CCN(C)C(=O)c1ccc(OC2CCN(C(=O)C3CC3)CC2)cc1,5.4,-0.6,0.0,5.8,0.1,2.2,-14.8,.,-3.1
Cc1ccc(-c2noc(CSc3nnc(-c4ccncc4)n3-c3ccc(F)cc3)n2)cc1,6.1,0.7,-24.7,5.9,1.2,-15.2,-18.1[20 µM],-14.7,-4.0
COC(=O)c1ccccc1NC(=O)c1sc(=S)n(C)c1N,19.1,-1.9,-23.2,3.5,-1.6,14.3,-12.3,5.5,-7.5
